Assay outcomes deposited in PubChem by National Center for Advancing Translational Sciences (NCATS).
POLI inh: qHTS for Inhibitors of Polymerase Iota; 390,000 tested, 1% active; AID 588590, 2011; Pol iota fluorescent replication assay, 10 min; DNA polymerase iota (Homo sapiens), Q9UNA4; Potency, µM (top dose mostly 115 µM), for inactives: at the top dose activity, negative = inhibition, actives largely listed as inhibitors
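Fluorescent replication assay read twice, at 0 min and 10 min after adding 50 nM (final) substrate. Enzyme (10 nM) and compounds were first incubated 15 min at room temperature; enzyme-free buffer wells were negative controls.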
G9a inh: qHTS Assay for Inhibitors of Histone Lysine Methyltransferase G9a; 350,000 tested, 8.8% active; AID 504332, 2011; Potency, µM (series often up to 102 µM), for inactives: at the top dose activity, negative = inhibition, actives largely listed as inhibitors; G9a H3K9 monomethylation, AlphaScreen, 2 h; note: % is set by controls: 0 for no effect and ±100 for the full control effect; nearly all actives have a fitted effect of over 75% in size
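Quantitative HTS format: methyltransferase activity on a biotin-tagged H3K9 peptide is measured by AlphaScreen, using a rabbit anti-monomethyl-H3K9 antibody with streptavidin donor and anti-IgG acceptor beads. Final levels are 20 nM enzyme, 500 nM peptide, 20 uM SAM; 2 h RT.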
POLH inh: qHTS for Inhibitors of Polymerase Eta. Potency, µM (series often up to 114 µM), without a hit: top-dose activity change, negative = inhibition, actives largely listed as inhibitors. AID 588591, 2011. 390,000 tested, 1.2% active. DNA polymerase eta (Homo sapiens), Q9Y253. recombinant Pol eta, fluorescent DNA replication assay; note: % is set by controls: 0 for no effect and ±100 for the full control effect
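Pol eta at 10 nM preincubated with compounds 15 min at room temperature; reaction started with fluorescent substrate (50 nM final) and read kinetically at 0 and 10 min.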
POLB inh: qHTS Assay for Inhibitors of DNA Polymerase Beta; Potency, µM (titrated, usually from 114 µM), inactives show top-dose activity change, negative = inhibition, hits mostly inhibitors; P06746; Pol beta primer extension/strand displacement, fluorescence kinetic; 340,000 tested, 1.3% active; note: % is set by controls: 0 for no effect and ±100 for the full control effect
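Pol beta (10 nM) was preincubated with compound for 15 min at room temperature. The reaction was then started with 50 nM substrate and read immediately and after a further 10 min at room temperature.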
BAZ2B inh: qHTS Assay for Inhibitors of BAZ2B; AlphaScreen BAZ2B-H3K14Ac peptide displacement; 360,000 tested, 4.4% active; Potency, µM (doses to about 114 µM), inactives show top-dose activity change, negative = inhibition, usual class: inhibitors; AID 504333, 2011; Bromodomain adjacent to zinc finger domain protein 2B (Homo sapiens), Q9UIF8; note: % is set by controls: 0 for no effect and ±100 for the full control effect; nearly all actives have a fitted effect of over 60% in size
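Compounds, titrated to a top concentration of 110 uM, were incubated 30 min at room temperature with preformed BAZ2B/acetyl-K14 H3 peptide complex (50 nM each). Proximity signal was measured by AlphaScreen after 20 min with beads.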
APE1 inh: qHTS Assay for Inhibitors of the Human Apurinic/apyrimidinic Endonuclease 1 (APE1); DNA repair nuclease/redox regulator APEX1 (Homo sapiens), P27695; recombinant APE1, TAMRA/BHQ-2 abasic DNA cleavage fluorescence; Potency, µM (doses to about 65.8 µM), inactives show at the highest dose activity change, negative = inhibition, hits mostly inhibitors; 350,000 tested, 0.35% active;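 note: plate controls were vehicle for no effect and reference inhibitor for full effect; nearly all actives have a fitted effect of over 55% in size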
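Readout is kinetic fluorescence (ex 525, em 598 nm) from cleavage of 50 nM TAMRA/BHQ-2 THF abasic duplex by 0.75 nM APE1, compound added 15 min beforehand at RT.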
BLM helicase inh: qHTS Assay for Inhibitors of Bloom's syndrome helicase (BLM). RecQ-like DNA helicase BLM (Homo sapiens), P54132. recombinant BLM DNA unwinding, fluorescence dequenching. Potency, µM (doses to about 56.1 µM), inactives show at the top dose activity change, negative = inhibition, actives largely listed as inhibitors. 350,000 tested, 0.2% active;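 note: plate controls were vehicle for no effect and no enzyme for full effect; nearly all actives have a fitted effect of over 35% in size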
Target sequence (P54132 whole entry, looked up): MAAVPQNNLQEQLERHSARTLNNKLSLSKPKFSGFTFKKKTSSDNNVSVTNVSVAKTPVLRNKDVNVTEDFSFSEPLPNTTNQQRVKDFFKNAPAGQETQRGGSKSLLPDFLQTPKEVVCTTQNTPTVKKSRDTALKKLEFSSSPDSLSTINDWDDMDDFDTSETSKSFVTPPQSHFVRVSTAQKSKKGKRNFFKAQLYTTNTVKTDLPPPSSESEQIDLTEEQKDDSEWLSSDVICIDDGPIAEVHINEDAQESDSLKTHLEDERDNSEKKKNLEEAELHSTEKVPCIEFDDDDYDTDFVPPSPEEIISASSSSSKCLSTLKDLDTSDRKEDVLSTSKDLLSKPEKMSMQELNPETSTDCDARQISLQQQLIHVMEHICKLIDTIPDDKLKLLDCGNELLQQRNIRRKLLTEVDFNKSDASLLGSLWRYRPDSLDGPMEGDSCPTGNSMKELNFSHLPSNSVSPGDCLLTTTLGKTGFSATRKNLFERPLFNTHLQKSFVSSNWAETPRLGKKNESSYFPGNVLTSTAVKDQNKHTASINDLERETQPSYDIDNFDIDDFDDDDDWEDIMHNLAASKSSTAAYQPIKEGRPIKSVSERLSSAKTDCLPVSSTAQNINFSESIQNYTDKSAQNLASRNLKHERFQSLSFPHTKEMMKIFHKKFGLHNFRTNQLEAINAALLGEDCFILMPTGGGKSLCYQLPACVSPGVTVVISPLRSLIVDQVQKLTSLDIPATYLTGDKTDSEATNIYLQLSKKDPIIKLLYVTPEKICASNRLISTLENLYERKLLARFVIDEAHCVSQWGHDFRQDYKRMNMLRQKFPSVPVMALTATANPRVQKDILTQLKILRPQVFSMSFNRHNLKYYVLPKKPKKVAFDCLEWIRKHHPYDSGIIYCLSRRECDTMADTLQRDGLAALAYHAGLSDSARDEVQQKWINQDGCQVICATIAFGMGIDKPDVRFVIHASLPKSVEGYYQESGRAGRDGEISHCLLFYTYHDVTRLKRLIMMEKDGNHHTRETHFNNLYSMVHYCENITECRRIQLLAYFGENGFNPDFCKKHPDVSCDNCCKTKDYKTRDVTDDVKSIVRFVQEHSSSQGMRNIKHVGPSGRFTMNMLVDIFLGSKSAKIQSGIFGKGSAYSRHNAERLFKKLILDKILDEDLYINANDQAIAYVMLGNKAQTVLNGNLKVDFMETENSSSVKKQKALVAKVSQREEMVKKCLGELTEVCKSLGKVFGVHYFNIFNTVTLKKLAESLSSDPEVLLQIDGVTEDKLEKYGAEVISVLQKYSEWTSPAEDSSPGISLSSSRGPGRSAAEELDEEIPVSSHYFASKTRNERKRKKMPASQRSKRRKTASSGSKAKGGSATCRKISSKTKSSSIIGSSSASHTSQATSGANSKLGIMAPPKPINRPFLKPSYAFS
JMJD2A Tudor inh: qHTS Assay for Inhibitors of JMJD2A-Tudor Domain. AlphaScreen JMJD2A-Tudor / H3K4me3 peptide binding. AID 504339, 2011. Potency, µM (doses to about 114 µM), for the others: at the highest dose activity change, negative = inhibition, actives largely listed as inhibitors. 390,000 tested, 4.4% active. Lysine-specific demethylase 4A (Homo sapiens), O75164; note: % is set by controls: 0 for no effect and ±100 for the full control effect; nearly all actives have a fitted effect of over 50% in size
POLK inh: qHTS for Inhibitors of Polymerase Kappa; purified Pol kappa, fluorescent DNA synthesis assay, 10 min; Potency, µM (titrated, usually from 107 µM), for inactives: top-dose activity, negative = inhibition, usual class: inhibitors; 400,000 tested, 0.53% active; note: % is set by controls: 0 for no effect and ±100 for the full control effect
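Activity was followed as the change in fluorescence between reads at 0 and 10 min after starting the reaction with 50 nM substrate. Beforehand, 10 nM polymerase had been preincubated with compound for 15 min at room temperature.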
Numbers without * were called inactive; ? = inconclusive; . = no result given; & = joins results of further samples; [ ] = another dose, or the depositor's remark. Calls come from the whole dose curve; as a rule, active = well fitted curve in the direction sought with a large enough effect; inconclusive = small, poorly fitted or top-dose-only effect, or another doubt; inactive = no such curve, though single readings can be large; an effect the other way counts as inactive or inconclusive. Potency is the fitted concentration of half-maximal effect.

Letter code: A = POLI inh; B = G9a inh; C = POLH inh; D = POLB inh; E = BAZ2B inh; F = APE1 inh; G = BLM helicase inh; H = JMJD2A Tudor inh; I = POLK inh
Cc1cc(C)n(-c2nc(SCC(=O)O)c3c4c(sc3n2)COC(C)(C)C4)n1
  A: 11%; B: ?; C: -11%; D: 0%; E: 3%; F: 5%; G: 4%; H: -3%; I: 4%
Cc1nn(C)c(C)c1CNC(=O)Nc1ccc(Cl)cc1
  A: 154%[activator]; B: 40%; C: -11%; D: 2%; E: 9%; F: -1%; G: 2%; H: -2%; I: 0%
O=C(CN1CCN(C(=O)c2cccc(S(=O)(=O)N3CCCC3)c2)CC1)Nc1cccc(F)c1
  A: 12%; B: 56µM*; C: 1%; D: .; E: 14%; F: -11%; G: .; H: -12%; I: -3%
COc1ccc(CCNC(=O)C2CCN(S(=O)(=O)c3ccc(OC)c(OC)c3)CC2)cc1
  A: 12%; B: -43%; C: 9%; D: -9%; E: 5%; F: 0%; G: -2%; H: -3%; I: -11%
CN(CCc1ccccn1)C(=O)CCC1CCCN(C(=O)c2n[nH]c3c2CCCC3)C1 (stereo not given)
  A: 46%[activator]; B: -22%; C: -15%; D: 4%; E: -13%; F: 3%; G: 0%; H: -7%; I: 8%
CCCN(CC(=O)Nc1ccccc1C)C(=O)c1ccc(OCC(=O)N2CCOCC2)c(OCC)c1
  A: -15%; B: .; C: -7%; D: .; E: .; F: .; G: .; H: 7%; I: 1%
O=C(NC1C2CC3CC(C2)CC1C3)c1ccc(Br)o1 (stereo not given)
  A: -2%; B: -1%; C: -1%; D: 0%; E: -12%; F: 54%[activator]; G: 1%; H: -12%; I: 0%
CC(=O)Nc1ccc(SCC(=O)N2CCN(S(=O)(=O)c3ccccc3)CC2)cc1
  A: 17%; B: -2%; C: -1%; D: 2%; E: -1%; F: -7%; G: 1%; H: -6%; I: -7%
Clc1cccc(-c2nc3nc4ccccc4nc3n2Cc2ccco2)c1
  A: -11%; B: ?; C: 2%; D: -2%; E: -9%; F: 18%; G: -7%; H: -16%; I: -8%
Cc1ccc(OCCN2CCN(c3nc(NCc4ccco4)c4ccccc4n3)CC2)cc1
  A: 2%; B: ?; C: -20%; D: -7%; E: ?; F: 0%; G: -3%; H: 56µM*; I: -8%
CCN1CCN(C(c2cccs2)C(C)NC(=O)c2ccccc2F)CC1 (stereo not given)
  A: 19%; B: 13%[59 µM]; C: -5%; D: 24%; E: -3%; F: -2%; G: 3%; H: -4%; I: -8%
COC(=O)[C@@H]1[C@@H](C)N(Cc2ccccc2)C(=O)N[C@H]1c1ccccc1
  A: 21%; B: .; C: -9%; D: .; E: .; F: -6%[12.4 µM]; G: -1%[12.4 µM]; H: -21%; I: -14%
Cc1cccc(N(CC(=O)NC2CCCC2)C(=O)c2c(C)noc2C)c1
  A: 19%; B: 6%[12.7 µM]; C: -4%; D: 10%; E: -4%; F: 2%; G: 0%; H: -9%; I: -12%
O=[N+]([O-])c1cccc(S(=O)(=O)N/N=C/c2ccc(O)cc2)c1
  A: 57%[activator]; B: ?; C: 2%; D: 53%; E: ?; F: 6%; G: 5%; H: -22%; I: -4%
O=C(CCC(=O)Nc1ccccc1Cl)N/N=C1\CCCc2ccccc21
  A: 18%; B: 9%[59 µM]; C: 1%; D: 51%; E: 9%; F: 1%; G: -2%; H: -9%; I: -11%

Next section, overlapping the part above by 4 compounds.
Letter code: A = POLI inh; B = G9a inh; C = POLH inh; D = POLB inh; E = BAZ2B inh; F = APE1 inh; G = BLM helicase inh; H = JMJD2A Tudor inh; I = POLK inh
COC(=O)[C@@H]1[C@@H](C)N(Cc2ccccc2)C(=O)N[C@H]1c1ccccc1
  A: 21%; B: .; C: -9%; D: .; E: .; F: -6%[12.4 µM]; G: -1%[12.4 µM]; H: -21%; I: -14%
Cc1cccc(N(CC(=O)NC2CCCC2)C(=O)c2c(C)noc2C)c1
  A: 19%; B: 6%[12.7 µM]; C: -4%; D: 10%; E: -4%; F: 2%; G: 0%; H: -9%; I: -12%
O=[N+]([O-])c1cccc(S(=O)(=O)N/N=C/c2ccc(O)cc2)c1
  A: 57%[activator]; B: ?; C: 2%; D: 53%; E: ?; F: 6%; G: 5%; H: -22%; I: -4%
O=C(CCC(=O)Nc1ccccc1Cl)N/N=C1\CCCc2ccccc21
  A: 18%; B: 9%[59 µM]; C: 1%; D: 51%; E: 9%; F: 1%; G: -2%; H: -9%; I: -11%
c1ccc(CCn2c3ccccc3c3nnc(SCc4ccc5nonc5c4)nc32)cc1
  A: -22%; B: 12%; C: -9%; D: 5%; E: 10%; F: 21%; G: -8%; H: -1%; I: -9%
CC(=O)c1cccc(-c2csc(N3CCC(C(N)=O)CC3)n2)c1
  A: -8%; B: ?; C: -3%; D: .; E: 50µM*; F: 52%&23%[activator]; G: .; H: -19%; I: 3%
CC(=O)c1cccc(NC(=O)COc2ccc(S(=O)(=O)N3CCCCC3)cc2)c1
  A: 0%; B: -1%[59 µM]; C: -11%; D: 25%; E: 1%; F: 4%; G: 2%; H: -17%; I: -6%
CSc1ccccc1-n1nnnc1SCc1ccccc1
  A: -7%; B: 144%[activator][59 µM]; C: -16%; D: -21%; E: 101%[activator]; F: -9%; G: -1%; H: 40%[activator]; I: -5%
O=S(=O)(N/N=C\C=C\c1ccccc1)c1ccccc1
  A: 10%; B: .; C: 2%; D: .; E: .; F: .; G: .; H: -16%; I: -7%
CCNc1nc(=S)nc(NC(C)C)[nH]1
  A: 3%; B: ?; C: -12%; D: 13%; E: -18%; F: 1%; G: -2%; H: -18%; I: -1%
O=C(CCc1nnc(CCCCc2ccccc2)o1)NCCn1cccn1
  A: 22%; B: 20%; C: -9%; D: 20%; E: -1%; F: 0%; G: 1%; H: -10%; I: 11%
COc1ccc(/C=N/NC(=O)c2cccc(S(=O)(=O)N3CCCC3)c2)cc1O
  A: 7%; B: 23%[12.7 µM]; C: -8%; D: .; E: 1%; F: -13%; G: .; H: -21%; I: -15%
Cc1cc(C)nc(NNS(=O)(=O)c2c(C)cc(C(C)(C)C)cc2C)n1
  A: -12%; B: ?; C: ?; D: .; E: 6%; F: 0%; G: .; H: ?; I: -6%
Cc1ccc(C)c(NC(=O)C(NCC(C)(C)N2CCOCC2)c2ccccc2)c1 (stereo not given)
  A: 51%[activator]; B: -22%; C: -17%; D: -1%; E: -37%; F: 8%; G: -4%; H: ?; I: 1%
CCOC(=O)C1=NN(C(C)=O)C2(CC(=O)N(c3ccc(C)c(C)c3)C2=O)C1 (stereo not given)
  A: 70%[activator]; B: -6%[59 µM]; C: 3%; D: 26%; E: -2%; F: 4%; G: 4%; H: -5%; I: 1%
CCCCc1nc2ccn(CC(=O)N(C)C)c(=O)c2n1Cc1ccc(-c2ccccc2-c2nn[nH]n2)cc1
  A: .; B: -9%[59 µM]; C: .; D: .; E: .; F: ?; G: -3%; H: .; I: 9%[60.1 µM]
CCOc1ccc(Br)cc1S(=O)(=O)Nc1ncn[nH]1
  A: -9%; B: ?; C: 0%; D: -2%; E: -1%; F: 50%; G: 0%; H: -3%; I: -2%
Cc1ccsc1C(=O)OCC(=O)N1CCc2ccccc2C1
  A: -9%; B: 1%; C: 1%; D: 7%; E: 4%; F: 1%; G: -2%; H: -1%; I: -1%
Cc1ccc(S(=O)(=O)N(C)C)cc1NC(=O)C(C)OC(=O)/C=C/c1cccs1 (stereo not given)
  A: ?; B: 25%; C: -15%; D: 2%; E: 8%; F: 6%; G: -1%; H: 1%; I: -11%
Cc1cccc(-c2nc(Nc3ccc(N4CCOCC4)cc3)c3ccccc3n2)c1
  A: 29%; B: 7.1µM*; C: -19%; D: -1%; E: 25µM*; F: -7%; G: -14%; H: 40µM*; I: -11%
Cc1ccc(C(=O)CSc2nn3c(=O)c(C(C)(C)C)nnc3s2)cc1
  A: -1%; B: -7%[59 µM]; C: -3%; D: 28%; E: 0%; F: -1%; G: -1%; H: 0%; I: -1%
COc1ccc(N(C(=O)c2ccn[nH]2)C(C(=O)NC(C)(C)C)c2ccc(F)cc2)cc1 (stereo not given)
  A: -1%; B: 1%[59 µM]; C: 0%; D: 34%; E: 7%; F: 15%; G: -6%; H: -11%; I: -13%
O=C1C(=O)N(c2ccccc2)C(c2ccccc2)C1c1ccccc1 (stereo not given)
  A: 9%; B: .; C: -9%; D: .; E: .; F: .; G: .; H: -32%; I: -9%
CCCCn1cnc2c(sc3nc4c(cc32)CSC(C)(C)C4)c1=O
  A: 22%; B: 3%[59 µM]; C: -15%; D: 1%; E: 1%; F: -1%; G: 0%; H: -16%; I: 2%
COc1ccc(-n2nnnc2SCc2nc(N)nc(N3CCOCC3)n2)cc1
  A: 9%; B: 10%[59 µM]; C: -15%; D: 24%; E: -1%; F: -9%; G: -1%; H: -10%; I: -2%
COC(=O)N1CCC2(CCCN(c3ccc(-c4ccccc4)cc3)C2)CC1
  A: .; B: 2%[12.7 µM]; C: .; D: .; E: .; F: -3%; G: -6%; H: .; I: 3%[60.1 µM]
O=C(Nc1cnccn1)c1ccncc1
  A: 6%; B: ?; C: -11%; D: 1%; E: -4%; F: 11%; G: -3%; H: -11%; I: 2%
COc1ccccc1N1CCN(/N=C/c2cccc(OC)c2O)CC1
  A: 18%; B: -3%; C: -11%; D: 7%; E: ?; F: 11%; G: -4%; H: ?; I: 9%
CC(C)c1ccccc1-n1cc[nH]c1=S
  A: 3%; B: 4µM*; C: -4%; D: 1%; E: ?; F: -5%; G: -4%; H: 22µM*; I: -2%
Clc1cccc(CN2CCCCCC2)c1
  A: 15%; B: 11µM*; C: -5%; D: 4%; E: ?; F: 16%; G: 1%; H: 40µM*; I: 9%
Cn1cc(/C=N/n2cnc3sc4c(c3c2=O)CCCC4)c2ccccc21
  A: 10%; B: 29%[12.7 µM]; C: -5%; D: -10%; E: -9%; F: -1%; G: -1%; H: -30%; I: -2%

Some of the compounds tested. The share of hits here may be higher or lower than overall.
